Screens as filed in PubChem BioAssay.
GLP-1R inv ag: qHTS of GLP-1 Receptor Inverse Agonists (Inhibition Mode); Glucagon-like peptide 1 receptor (Homo sapiens), P43220; HEK293 GLP-1R CRE-luciferase, luminescence, 24 h; GLP-1R form is constitutively active; Potency, µM (top dose mostly 38.3 µM), inactives show at the highest dose activity change, negative = inhibition, actives largely listed as inhibitors; 410,000 tested, 1.6% active; note: potency is the fitted concentration of half-maximal effect; % is set by controls: 0 for no effect and ±100 for the full control effect; nearly all actives have a fitted effect of over 55% in size
Target sequence (P43220 whole entry, looked up): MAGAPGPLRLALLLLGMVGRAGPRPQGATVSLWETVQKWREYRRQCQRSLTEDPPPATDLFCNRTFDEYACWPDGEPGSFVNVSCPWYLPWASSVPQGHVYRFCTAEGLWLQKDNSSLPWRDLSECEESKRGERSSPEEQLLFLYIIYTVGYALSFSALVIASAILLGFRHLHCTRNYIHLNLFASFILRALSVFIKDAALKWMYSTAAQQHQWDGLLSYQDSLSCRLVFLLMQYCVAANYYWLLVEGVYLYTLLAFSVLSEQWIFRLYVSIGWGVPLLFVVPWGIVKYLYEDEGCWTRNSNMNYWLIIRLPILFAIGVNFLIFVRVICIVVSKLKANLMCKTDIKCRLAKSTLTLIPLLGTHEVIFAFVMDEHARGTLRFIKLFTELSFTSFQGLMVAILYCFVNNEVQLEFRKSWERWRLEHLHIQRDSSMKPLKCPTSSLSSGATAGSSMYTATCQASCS
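Seeding at 200 cells/uL, 12 h culture, 24 hr compound treatment, then luciferase reagent and a luminescence read; cells are HEK293 stably expressing a constitutively active GLP-1R plus cAMP-responsive luciferase.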
FUS yeast rescue: qHTS for Suppressors of FUS Proteinopathy: Primary screen using FUS-linked yeast assay | S. cerevisiae FUS-expressing, growth rescue, OD600, 24 h | Potency, µM (top dose mostly 76.6 µM), inactives show at the top dose growth rescue (activation), actives largely listed as activators | 390,000 tested, 0.24% active | AID 1347120, 2019;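 note: potency is the fitted concentration of half-maximal effect; plate controls were DMSO vehicle for no effect and reference control for full effect; nearly all actives have a fitted effect of over 55% in size; some results filed as inactive show a strong effect at the top dose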
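Absorbance at 600 nm, taken 24hr after compound addition, measured rescue of FUS-yeast growth at 30C. Induction used 2% galactose with seeding at OD 0.005. Controls: CP55940 from 92uM final, DMSO only.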
GLP1R ag: qHTS of GLP-1 Receptor Agonists. Glucagon-like peptide 1 receptor (Homo sapiens), P43220. HEK293 GLP-1R CRE-luciferase, luminescence, 4-6 h; cells express a hypersensitive GLP-1R form. Potency, µM (titrated, usually from 45.6 µM), for inactives: at the highest dose activation, hits mostly activators. 380,000 tested, 0.007% active. AID 624172, 2012; note: potency is the fitted concentration of half-maximal effect; % of control where 0% means no effect
TDP43 rescue: qHTS of TDP-43 Inhibitors | TDP-43 expressing yeast growth rescue, BacTiter-Glo, 24 h | Potency, µM (doses to about 46.1 µM), without a hit: at the top dose growth rescue (activation), hits mostly activators | 410,000 tested, 1.8% active; note: potency is the fitted concentration of half-maximal effect; % of control where 0% means no effect; nearly all actives have a fitted effect of over 50% in size
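Readout is BacTiter-Glo luminescence of cell growth, so inhibitors register as activators. TDP-43-expressing yeast at OD600=0.02 in galactose medium, after raffinose pregrowth to mid-log, were incubated with compound for 24 hr at 30 deg C.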
Abeta rescue: qHTS for compounds that reverse cellular toxicity of Amyloid beta (A-beta) peptide in yeast: Primary Screen; 410,000 tested, 0.063% active; Potency, µM (titrated, usually from 46.1 µM), for inactives: at the highest dose growth rescue, usual class: activators; yeast expressing A-beta42, growth rescue, OD600, 48 h; response scale: 0% DMSO, 100% iron-clioquinol control; note: potency is the fitted concentration of half-maximal effect; nearly all actives have a fitted effect of over 55% in size
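Yeast growth medium received pinned compounds, then yeast cells expressing toxic A-beta were added; plates incubated at 30 C for 48 hr. Growth read as absorbance at 600 nm, normalized to DMSO and equimolar FeCl3 plus clioquinol controls.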
aSyn yeast inh: qHTS of alpha-syn Inhibitors; Yeast expressing alpha-synuclein, growth rescue, BacTiter-Glo, 24 h; Potency, µM (highest dose often 46.1 µM), for inactives: at the top dose growth rescue (activation), actives largely listed as activators; 370,000 tested, 0.14% active; AID 652106, 2013; note: potency is the fitted concentration of half-maximal effect; % of control where 0% means no effect; nearly all actives have a fitted effect of over 65% in size
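Rescue of yeast growth: cells expressing toxic alpha-synuclein, induced in galactose at OD600 0.02, incubated with compound 24 h at 30 C. ATP luminescence quantified growth; inhibitors of toxicity appear as activators.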
pAkt inh: HTS Assay for Inhibitors of Akt Phophorylation: Primary Screen; Neuro2A IGF-stimulated pAkt S473 HTRF, 20 min; hits give low values; activity change, % for hits at 50 µM; 360,000 tested, 0.32% active; in the data active = activity change below about -80%; inconclusive = mostly about -51% to -80%; note: % is set by controls: 0 for no effect and ±100 for the full control effect
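Single-point screen (50 µM final compound) in Neuro2A cells stimulated 20 min with 6 nM IGF at 37 deg C. After lysis, Ser473-phosphorylated Akt read by HTRF (ex 330 nm, em 615/665 nm) as the 665/615 ratio.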
DRD3 antagonist: qHTS of D3 Dopamine Receptor Antagonist: qHTS. 360,000 tested, 2.5% active. D3R cells, DiscoveRx beta-arrestin luminescence, antagonist mode; hits give low values. AID 652054, 2013. max response, negative = inhibition, %; in the data active = max response below about -50%; inconclusive = no clear call, values can overlap the other calls; note: % is set by controls: 0 for no effect and ±100 for the full control effect; mostly tested at two doses, the higher about 12 µM
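Cells plated overnight at 1500 cells/well, then exposed to library compounds with dopamine controls for 90 minutes at 37 degrees C. DiscoveRx reagent added for 30–60 minutes at room temperature; luminescence read, quantitative HTS format.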
PTHR1 ag: qHTS for PTHR1 Agonists: Primary Screen; Parathyroid hormone/parathyroid hormone-related peptide receptor (Homo sapiens), Q03431; HEK293 GP2 PTHR1 cells, GloSensor cAMP luminescence, 1 h; Potency, µM (series often up to 115 µM), for the others: at the highest dose activation, hits mostly activators; 410,000 tested, 0.075% active; AID 743266, 2014; note: potency is the fitted concentration of half-maximal effect; nearly all actives have a fitted effect of over 55% in size; some results filed as inactive show a strong effect at the top dose; inactives centre near -15; many of its hits are not listed in these tables
Target sequence (Q03431 whole entry, looked up): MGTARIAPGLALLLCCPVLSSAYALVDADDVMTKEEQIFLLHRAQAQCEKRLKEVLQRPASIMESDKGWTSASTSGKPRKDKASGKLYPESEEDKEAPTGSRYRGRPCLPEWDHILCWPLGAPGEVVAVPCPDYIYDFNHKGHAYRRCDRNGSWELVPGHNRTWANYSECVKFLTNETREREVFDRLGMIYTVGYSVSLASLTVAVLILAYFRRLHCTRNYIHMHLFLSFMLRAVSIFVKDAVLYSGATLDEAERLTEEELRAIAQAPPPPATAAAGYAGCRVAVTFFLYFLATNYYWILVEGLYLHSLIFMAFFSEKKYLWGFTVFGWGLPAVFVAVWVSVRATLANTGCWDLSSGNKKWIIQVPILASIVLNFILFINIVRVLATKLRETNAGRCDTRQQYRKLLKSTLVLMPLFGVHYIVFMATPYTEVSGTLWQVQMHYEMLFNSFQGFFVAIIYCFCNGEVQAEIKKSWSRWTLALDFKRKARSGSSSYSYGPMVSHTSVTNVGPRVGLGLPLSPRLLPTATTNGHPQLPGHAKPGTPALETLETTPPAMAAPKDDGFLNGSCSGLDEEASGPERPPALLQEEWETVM
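HEK-293-derived GP2 cells expressing PTHR1 and a GloSensor cAMP reporter, 3,000/well, plated overnight, given luciferin plus IBMX (each 0.5 mM as added) for 1 h at 37 °C, then compound for 1 h at 37 °C. Luminescence was read after 15 min at room temperature.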
Active calls of the source: *; i = inactive; ? = inconclusive; / = not tested or not shown; [ ] = remark or other dose. Unless noted, calls come from the whole dose curve; as a rule, active = well fitted curve in the direction sought with a large enough effect; inconclusive = small, poorly fitted or top-dose-only effect, or another doubt; inactive = no such curve, though single readings can be large; an effect the other way counts as inactive or inconclusive.

Value order: GLP-1R inv ag	FUS yeast rescue	GLP1R ag	TDP43 rescue	Abeta rescue	aSyn yeast inh	pAkt inh	DRD3 antagonist	PTHR1 ag
O=C(Nc1nnc(Cc2ccccc2)s1)c1ccco1
  2%	22%	-4%	3%	31%	-1%	/	-3	-9%[57.5 µM]
CC(=O)NC(Cc1ccccc1C)C(=O)NC1CCN(C(=O)c2cccc(C)c2)CC1 (stereo unspecified)
  17%	-3%	-1%	-11%	-11%	0%	i	-21	28%
Cc1ccccc1C(=O)Nc1cccc(NC(=O)c2cccnc2)c1
  4%	10%	6%	12%	-11%	-2%	i	6	0%
CC(=O)Nc1sc(C)c(C)c1C(=O)OCC(=O)Nc1ccccc1C(F)(F)F
  12%	-14%	3%	2%	9%	-2%	i	7	i
CN(c1ccc(C(=O)Nc2ccccc2C(=O)N2CCOCC2)cc1)S(C)(=O)=O
  1%	-30%	-17%	10%	17%[9.22 µM]	-4%	i	-8	-9%
CCCC(C(=O)NC1CCCC1)N(CCN(CC)CC)C(=O)c1snc(C(N)=O)c1N (stereo unspecified)
  -11%	14%	1%	-14%	-4%	-10%	i	-15	i
C/C(CC(=O)N1CCCC1)=N\NC(=O)c1cc2ccccc2cc1O
  ?	?	-3%	11%	-12%	2%	i	-10	i
CC(OC(=O)CNC(=O)c1sc2ccccc2c1Cl)C(=O)NC1(C#N)CCCCC1 (stereo unspecified)
  14%	/	-2%	29%	2%	3%	i	0	3%
Cc1ccc(NC(=O)Cn2c(=O)oc3cc(S(=O)(=O)N4CCCCC4)ccc32)c(Cl)c1
  -14%	23%	/	9%	-4%	/	/	/	-9%
O=C(C1CCN(S(=O)(=O)N2CCOCC2)CC1)N1CCN(Cc2ccccc2)CC1
  -10%	1%	0%	-5%	-4%	0%	i	-9	-5%[57.5 µM]
Cc1cccc(-c2cc(C(=O)O)c3c(-c4ccc(F)cc4)[nH]nc3n2)c1
  14%	-7%	/	29%[9.22 µM]	-5%	/	/	/	i
CC1=C(C(=O)N2CCOCC2)CC(CC(=O)NCCc2ccccn2)C(=O)N1CCC1=CCCCC1 (stereo unspecified)
  8%	-9%	-3%	9%	-13%	?	i	-17	-15%
CC(C)C12CN3CC(C(C)C)(CN(C1)C3c1ccc3c(c1)OCO3)C2=O (stereo unspecified)
  ?	-9%	-5%	-30%[inhibitor]	4%	0%	i	25	i
COc1ccc(NC(=O)c2cc(S(=O)(=O)N3CCCCC3)c[nH]2)c(OC)c1
  10%	0%	13%	-11%	-16%	-7%	i	-28	-26%
O=C(Nn1cnc2ccccc2c1=O)c1ccc([N+](=O)[O-])cc1Cl
  -12%	23%	8%	-8%	11%	0%	i	7	-2%
CCOC(=O)C1=C[C@@H](c2ccccc2)N(S(=O)(=O)c2ccc(C)cc2)[C@H]1c1ccc(F)cc1
  ?	29%	8%	-3%	-2%	-10%	i	24	-55%
CSCC(=O)Nc1cc(C)on1
  16%	-3%	3%	-12%	5%	2%	i	9	26%
Cc1ccc(C)c(NC(=O)CN(C)C(=O)c2ccc(Cl)nc2)c1
  -16%	15%	9%	-21%	-3%	0%	i	-15	i
CC(C)NC(=O)C(=O)Nc1cc2c3c(c1)CCC(=O)N3CCC2
  61%[activator]	-14%	-5%	9%	/	0%	i	-11	-3%
Cn1cnc([N+](=O)[O-])c1N=C(N)N
  -6%	-6%	4%	9%	3%	-1%	i	10	i
Cc1ccc(NC(=O)CN2C(=O)S/C(=C\c3cccn3-c3cccc(C(=O)O)c3)C2=O)c(C)c1
  1%	36%	-6%	2%	9%	0%	i	-18	i
Cc1ccc(S(=O)(=O)N2CCOCC2)cc1C(=O)OCC(=O)Nc1ccc2c(c1)OCO2
  -13%	?	-5%	-17%	26%	-1%	i	?	-13%[57.5 µM]
CCCCN(C)C(=O)c1cc2cc3ccc(OC)cc3nc2o1
  3%	1%	28%	16µM*	-18%	2%	i	-3	-18%
Cc1cccc(Oc2cc(N)cc([N+](=O)[O-])c2)c1
  5%	/	1%	?	8%	10%	i	-4	i
CCOc1ccc(CN(C)CC(=O)Nc2cccc(S(=O)(=O)N(C)c3ccccc3)c2)cc1
  ?	8%	7%	-11%	5%	-9%	i	-6	-32%[inhibitor]
O=C(COC(=O)[C@H](Cc1ccccc1)N1C(=O)c2ccccc2C1=O)Nc1ccc2c(c1)OCO2
  8%	35%	6%	5%	-5%	16%	i	5	-1%[57.5 µM]
N#CCCN(C(=O)COC(=O)c1ccc(S(=O)(=O)Nc2ccccc2)cc1)c1ccccc1
  5%	/	1%	-4%	-1%	2%	i	-2	-5%
CCCCOc1ccc(CNC(=O)Cc2ccc(NC(=O)N3CCCCc4ccccc43)cc2)cc1
  ?	23%	/	5%	5%	/	/	/	i
COc1ccc(S(=O)(=O)NCCCc2ccccc2)cc1
  ?	12%	5%	21%	-26%	9%	i	11	-23%
COc1ccccc1CNC(=O)C1CCN(C(=O)[C@@H]2Cc3ccccc3CN2)CC1
  -16%	36%	-3%	-3%	-13%	-1%	i	-21	-10%
CC(C)CN1CCN(Cc2ccc3ncccc3c2)CC1CCO (stereo unspecified)
  -8%	13%	1%	-3%[9.22 µM]	3%	2%	i	-7	-5%
CCN1C(=O)c2cccc3c(S(=O)(=O)NC(Cc4c[nH]c5ccccc45)C(=O)O)ccc1c23 (stereo unspecified)
  0%	-23%	-3%	5%	11%[9.22 µM]	2%	i	11	i
NC(=O)c1c(NC(=O)c2cc3ccccc3o2)sc2c1CCC2
  -2%	?	0%	-4%	-12%	0%	i	3	-93%
O=C(NCCc1c[nH]c2ccccc12)c1cc(Cl)c2c(c1)OCO2
  ?	17%	25%	6%	7%	14%	i	3	-13%
CC/C(=N\NC(=O)CNC(=O)/C=C/c1ccc(OC)cc1)c1ccccc1
  ?	9%	14%	-21%	5%	-2%	i	-8	-9%
COc1ccc2sc3cccc(NCCN(C)C)c3c(=O)c2c1
  17%	-6%	1%	18%	-13%	0%	i	13	-6%
CC(=O)Nc1c(C(=O)N2CCOCC2)cnn1-c1ccc(C)c(C)c1
  2%	13%	-3%	0%	8%	2%	i	-6	-14%[57.5 µM]
CC1=C(C(=O)Nc2ccc(C)cc2)C(c2ccccc2Cl)n2nnnc2N1 (stereo unspecified)
  -9%	-2%	/	-19%	-4%	/	/	/	i
CCC(=O)Nc1ccc(-c2cc(-c3ccccc3)nc(-c3ccc(NC(=O)CC)cc3)n2)cc1
  ?	?	-7%	24%	5%	-17%	i	-3	-3%[57.5 µM]
Clc1ccc(-c2csc(=Nc3ccccc3)n2Cc2ccc3c(c2)OCO3)cc1
  ?	-7%	2%	10%	-14%	/	/	/	-19%
Nc1cc(=O)[nH]c(SCC(=O)Nc2ncc(C(F)(F)F)cc2Cl)n1
  2%	17%	-1%	8%	4%	4%	i	0	i
COc1ccccc1C(CC(=O)N1CCCC1)c1ccc2c(c1)OCO2 (stereo unspecified)
  ?	7%	23%	-12%	-8%	9%	i	11	-64%[inhibitor]
O=C(COC(=O)c1ccco1)Nc1ccc(Cl)cn1
  1%	/	-1%	0%	-3%	-2%	i	11	-10%
O=C(c1cccc(OC2CCN(C3CCCC3)CC2)c1)N1CCCCCCC1
  12%[7.66 µM]	-2%	0%	2%	10%	0%	i	-12	i
COC(=O)c1ccccc1NC(=O)c1oc2ccc3c(c2c1C)C(=O)CC(C)(C)O3
  17%	4%	-2%	10%	-10%	/	/	/	i
Cc1sc2nc(SCC(N)=O)n(-c3ccccc3)c(=O)c2c1C
  16%	14%	15%	11%	-22%	-5%	i	11	-10%
Cc1cc(C)nc(Nc2n[nH]c(-c3ccc(C(C)(C)C)cc3)n2)n1
  16%	21%	6%	-20%	-18%	-4%	i	9	-1%
O=C(CC(=O)NCc1ccccc1)NCc1ccccc1
  6%	-14%	12%	0%	6%	6%	i	11	i
CCc1ccc(OCC(=O)N(Cc2ccco2)Cc2ccccc2Cl)cc1
  10µM*	14%	/	-10%	-8%	/	/	/	-89%[inhibitor]
CC(C)C[C@@H](CN1CCC[C@@H]1CN1C(=S)NC[C@@H]1Cc1ccc(O)cc1)N1C[C@H](Cc2ccc(O)cc2)N(CC2CCCCCC2)C1=S
  ?	?	-1%	25%	3%	-45%[inhibitor]	i	-25	?
CCOC(=O)c1c(C)[nH]c(C)c1S(=O)(=O)N(C)CC(=O)Nc1ccc(CC)cc1
  -5%	38%	/	23%	-7%	/	/	/	-7%
CC(=O)Nc1ccc(N2C(=O)c3cccc(NC(C)=O)c3C2=O)cc1
  3%	13%	9%	-13%[0.397 µM]	-18%	1%	i	2	i
Cc1ccc2cc(CN(CCN(C)C)C(=S)Nc3ccccc3)c(=O)[nH]c2c1C
  ?	24%	7%	0%	1%	-2%	i	-7	i
CC(C)C[C@@H](CN1CCCC1CN1C(=S)NC[C@@H]1Cc1ccccc1)N1C[C@H](Cc2ccc(O)cc2)N(CCc2ccccc2)C1=S (stereo partly specified)
  ?	?	-8%	0%	8%	-29%	i	-16	i
COc1ccccc1CNC(c1ccccc1)c1ccccc1
  ?	-19%	4%	14%	16%	3%	i	11	-11%

A portion of the library. The share of hits here may be higher or lower than overall.
